Hck-Nef inh: inhibitors of Nef-activated human Hck kinase, primary screen, biochemical, Z-Lyte FRET, 384-well, Hck-YEEI | Recombinant Hck-YEEI plus Nef, Z-Lyte FRET kinase assay | 220,000 compounds, 0.68% hits | inhibition, % at 20 µM | Tyrosine-protein kinase HCK (Homo sapiens), P08631;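 active means Hck-Nef kinase inhibition above about 50%, limit read from the data; inactive means inhibition below that limit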;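 further: 0% = DMSO with Hck plus Nef and 100% = Hck alone without Nef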
Target sequence (P08631 whole entry, looked up): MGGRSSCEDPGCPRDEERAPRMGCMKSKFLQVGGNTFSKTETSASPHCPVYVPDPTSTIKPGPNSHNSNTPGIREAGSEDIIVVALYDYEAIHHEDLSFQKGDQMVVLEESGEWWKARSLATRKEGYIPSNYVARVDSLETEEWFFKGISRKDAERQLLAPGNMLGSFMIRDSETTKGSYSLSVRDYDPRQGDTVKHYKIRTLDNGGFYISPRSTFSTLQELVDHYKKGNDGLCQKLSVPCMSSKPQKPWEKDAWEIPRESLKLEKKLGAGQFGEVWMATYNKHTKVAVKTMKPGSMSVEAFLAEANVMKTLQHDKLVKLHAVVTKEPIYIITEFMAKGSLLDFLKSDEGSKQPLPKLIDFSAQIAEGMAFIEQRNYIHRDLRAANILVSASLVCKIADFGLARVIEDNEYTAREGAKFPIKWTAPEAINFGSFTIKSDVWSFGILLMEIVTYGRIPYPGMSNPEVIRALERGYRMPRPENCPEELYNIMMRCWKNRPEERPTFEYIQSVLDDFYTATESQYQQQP
14-3-3 Bad PPI: inhibitors of 14-3-3 zeta/Bad binding, primary screen, biochemical, TR-FRET, bovine 14-3-3 zeta. 14-3-3 protein zeta/delta (Bos taurus), P63103. TR-FRET 14-3-3zeta/Dy647-pBad peptide displacement, 1 h. inhibition, % at 21.7 µM. 220,000 compounds, 0.71% hits. AID 781, 2007;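 active means inhibition above about 70%, limit read from the data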;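 further: 0% = full 14-3-3 plus peptide FRET controls and 100% = background without 14-3-3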
L929 necroptosis: inhibitors of zVAD-triggered necroptosis, primary screen, L929 cells; L929 zVAD necroptosis rescue, ATP luminescence, 24 h; with zVAD 60 µM; viability rescue, % at 10 µM; 220,000 compounds, 0.38% hits; AID 1377, 2008;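 active means activation, scaled between plate controls, above about 75%, limit read from the data; inactive means activation under that limit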;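 further: 0% = zVAD with DMSO and 100% = DMSO alone without zVAD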
Rad51 HR inh: human RAD51 strand exchange inhibitors, primary screen, biochemical, fluorescence; inhibition, % at 10 µM; hRad51 DNA strand exchange, fluorescence dequenching; DNA repair protein RAD51 homolog 1 (Homo sapiens), Q06609; 200,000 compounds, 0.085% hits;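 active means inhibition above 40% at the single screening dose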;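 further: 0% = DMSO control wells and 100% = blanks with heterologous ssDNA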
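Test system: preformed human Rad51 ssDNA filaments. Compound dosing: single dose, 10 µM final compound. Incubation: filaments 15 min 37 °C, then compound 30 min. Technique: FRET fluorescence dequenching, excitation 485 nm, emission 520 nm. Read-out basis: percent inhibition from fluorescence, normalised to plate control and blank means. Benchmarks: plate controls and plate blanks.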
EP2 antag: human EP2 receptor antagonists, primary screen, TR-FRET cAMP, C6 glioma cells. Prostaglandin E2 receptor EP2 subtype (Homo sapiens), P43116. C6 glioma cells expressing human EP2; cells stimulated with saturating PGE2. inhibition, % at 25 µM. 260,000 compounds, 0.52% hits. AID 1422, 2008;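 active means percent inhibition above 40 after rounding to a whole number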;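 further: rat C6 glioma host cells with rolipram phosphodiesterase inhibitor present; the protocol text gives 20 µM as final concentration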
Target sequence (P43116 whole entry, looked up): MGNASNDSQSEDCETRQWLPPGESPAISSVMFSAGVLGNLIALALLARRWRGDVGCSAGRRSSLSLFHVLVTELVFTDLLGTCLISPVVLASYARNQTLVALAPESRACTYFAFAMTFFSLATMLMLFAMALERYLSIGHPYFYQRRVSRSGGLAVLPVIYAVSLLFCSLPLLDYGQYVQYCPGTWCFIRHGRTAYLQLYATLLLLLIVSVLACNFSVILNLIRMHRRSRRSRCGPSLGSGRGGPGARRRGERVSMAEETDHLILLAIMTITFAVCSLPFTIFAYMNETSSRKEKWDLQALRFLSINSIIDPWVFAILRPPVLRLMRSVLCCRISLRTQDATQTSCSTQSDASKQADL
EP2 mod: EP2 receptor modulators, cAMP readout, primary screen, cell-based, HTRF cAMP, PGE2 stimulation | Prostaglandin E2 receptor EP2 subtype (Homo sapiens), P43116 | EP2-expressing cells, cAMP HTRF FRET, PGE2 co-stimulation | induction, % at 25 µM | 260,000 compounds, 0.83% hits | AID 940, 2007;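 active means compounds whose cAMP rise, as percent of the full-agonist control response, exceeds 60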;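 further: rat C6 glioma line stably carrying human EP2 under a CMV promoter; the protocol text gives 20 µM as final concentration; 100% = response of wells given 1 µM PGE2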
Calpain2 inh: inhibitors of pig calpain II, primary screen, biochemical, fluorogenic peptide substrate, 1536-well | purified calpain II, 30 min | inhibition, % at 16 µM | 220,000 compounds, 0.37% hits | AID 1236, 2008;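 active means inhibition above about 50%, limit read from the data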
eIF4E-4G inh: eIF4E–eIF4G protein interaction inhibitors, primary screen, biochemical, uHTS, TR-FRET, eIF4GI fragment; Eukaryotic translation initiation factor 4E (Mus musculus) + Eukaryotic translation …; TR-FRET eIF4E-eIF4GI(517-606) binding, 2 h; inhibition, % at 21.7 µM; 220,000 compounds, 0.37% hits; AID 782, 2007;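 active means inhibition above about 30%, limit read from the data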;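 further: 0% = full FRET control wells and 100% = background wells lacking eIF4GI fragment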
TbHK1 inh: Trypanosoma brucei hexokinase 1 inhibitors, primary screen, biochemical, G6PDH-coupled NADH absorbance, MLSCN library; 220,000 compounds, 0.11% hits; hexokinase 1 [Trypanosoma brucei]; inhibition, % at 10 µM; recombinant TbHK1, G6PDH-coupled NADH A340;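 active means inhibition of 50% or more in the single-dose primary screen; inactive means inhibition below 50%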
An asterisk follows results filed as active; . = no result given; [ ] = remark or other dose. A portion of the library. The share of hits here may be higher or lower than overall.

SMILES	Hck-Nef inh	14-3-3 Bad PPI	L929 necroptosis	Rad51 HR inh	EP2 antag	EP2 mod	Calpain2 inh	eIF4E-4G inh	TbHK1 inh
CCOc1ccc(C(=S)NC2CCCCC2)cc1	0	-4[fluorescence artefact?]	-0.3	6	5	-6	5	-3[fluorescence artefact?]	-2
Nc1nnc(-c2ccc(Cl)c([N+](=O)[O-])c2)s1	24	-13	3.0	8	2	-59	3	8	0
S=C(NCC1COc2ccccc2O1)Nc1ccccc1 (stereo not drawn)	-6	-13	0.1	6	2	-49	13	-3	8
COc1cc(/C=N/NC(=O)c2ccc(CSc3nc4ccccc4[nH]3)cc2)cc(OC)c1OC	4	-1	4.4	.	6	-102	-111	6	-12
COc1cc(/C=C\C(=O)NCc2ccc3[nH]c(C)cc3c2)cc(OC)c1OC	0	-5[fluorescence artefact?]	.	5	11	-39	-43	2	2
CCOc1cccc(C2NC(=S)NC(C)=C2C(=O)Nc2ccccc2)c1 (stereo not drawn)	2	0	2.3	-13	5	26	7	-2	22
CCCCCCc1c(O)nc(SCCN(C)C)[nH]c1=O	11	-1	0.1	18	5	7	-12	-1	-12
NS(=O)(=O)c1ccc(NC(=O)CSc2ccc3ccccc3n2)cc1	2	-8	0.2	3	6	-8	15	7	-8
CC(=O)c1cccc(NC(=O)/C(=C\c2ccco2)NC(=O)c2cccs2)c1	0	-3	0.1	4	2	12	7	-2	-31
O=C(O)CCn1c(SCc2cccc3ccccc23)nc2ccccc21	0	-1	0.9	-13	7	-15	-36	-3	2
COc1ccc(/C=N/NC(=O)c2cnccn2)cc1O	1	2	0.5	2	5	6	16	5	-49
CCOC(=O)c1ccc(NC(=O)N2CCN(C(=O)c3ccco3)CC2)cc1	22	-6	-0.4	-18	3	-36	9	5	-1
COc1ccc(N=C2SC(CC(=O)Nc3ccccc3)C(=O)N2Cc2ccccn2)cc1 (stereo not drawn)	10	-14	2.6	1	11	-20	-27	2	-1
CN(C(=O)CSc1nnc(-c2ccncc2)n1C)C1CCS(=O)(=O)C1 (stereo not drawn)	0	-2	-0.5	0	8	-3	-5	-3	1
COc1ccc(CNC(=O)C2(C)Cc3ccccc3C(=O)O2)cc1 (stereo not drawn)	-4	-5	0.8	4	7	20	-2	0	-2
CCC(=O)NC(=S)Nc1ccc(N2CCOCC2)cc1	-1	-13	1.2	9	6	9	-2	-3	-4
CCOc1ccc(NC(=O)c2ccc(NC(=O)c3ccc(CN4CCOCC4)cc3)cc2)cc1	47	22	0.6	-6	1	14	-16	6	-13
c1ccc(CCN2CN=C(Nc3nc4ccccc4o3)NC2)cc1	0	0	0.5	1	6	-10	-36	0	7
COC(=O)c1c(NC(=O)c2c(Cl)cnn2C)sc(C)c1C	17	-12	44	-6	10	28	-342	0	-5
OCCN(Cc1nc(-c2ccc3c(c2)OCO3)no1)Cc1cccs1	10	1	1.1	13	5	-23	22	6	-1
CCOC(=O)Cc1csc(SCC(=O)Nc2cc(C)ccc2OC)n1	10	0	-0.5	-151	5	-10	1	2	1
Cc1ccc(C(=O)CSc2nnc3ccccn23)c(C)c1	-13	-10	0.7	2	10	4	-12	-5	-4
COCCN(C(=O)Cc1cccs1)C(C(=O)NCc1ccc(OC)cc1)c1ccc(OC)cc1 (stereo not drawn)	1	-2	-0.1	-4	8	6	-3	0[fluorescence artefact?]	0
COc1cc(C(=O)NCC(=O)OCn2nnc3ccccc3c2=O)cc(OC)c1OC	-48	4	-0.8	-2	5	-54	18	-2	10
C=CCSc1nnc2c(n1)OC=Nc1ccccc1-2	1	-2	1.4	-4	-3	16	-6	4	3
COc1cccc(/C=C(/C(=O)OCC(=O)NC2CCCC(C)C2C)c2ccccc2)c1 (stereo not drawn)	-1	18[fluorescence artefact?]	0.8	0	8	1	56*	-3	31
Cc1ccc(NC(=O)c2cc(=O)c3ccccc3o2)c(C)c1	2	-2[fluorescence artefact?]	0.1	9	9	2	31	6	-7
CCOC(=O)CSC1=C(C#N)C(c2ccc(C)s2)CC(=O)N1 (stereo not drawn)	0	-19[fluorescence artefact?]	0.1	-1	6	-4	4	0[fluorescence artefact?]	-9
Cc1ccc(CS(=O)(=O)CCC(=O)NCCCN2CCCC2=O)cc1	0	4	0.0	-4	11	22	-10	-5[fluorescence artefact?]	-7
CCN1CCc2c(sc(N)c2C#N)C1	9	-1	0.4	.	14	5	-28	1	-23
Cc1cc(C(=O)CN2C(=O)NC3(CCC(C)CC3)C2=O)c(C)n1C (stereo not drawn)	13	-10	8.9	1	10	24	-16	0	-3
Clc1ccc(OCc2nnc(-c3ccccc3Br)o2)c(Cl)c1	1	17[fluorescence artefact?]	-0.1	0	10	-47	35	7[fluorescence artefact?]	2
CCOCC(=O)N1CCN(c2ccc(F)cc2)CC1	0	-5[fluorescence artefact?]	-0.2	6	10	11	-28	0[fluorescence artefact?]	6
Cc1cccc(Nc2c([N+](=O)[O-])c(=O)n(C)c3ccccc23)c1	2	7	-0.3	.	10	0	-1	4[fluorescence artefact?]	5
C=CCN(CC=C)C(=S)NC(=O)c1ccc([N+](=O)[O-])cc1	0	-17	-1.1	2	9	18	31	-2	-7
Cc1oc(-c2ccc(Cl)cc2)nc1CN1CCCC(C(=O)NCc2ccccn2)C1 (stereo not drawn)	2	-7[fluorescence artefact?]	-0.1	-29	4	17	-7	-6	2
COc1ccc2c(CC(=O)Nc3ccccc3OC)coc2c1	-1	-15	1.8	10	6	20	5	3	3
O=C(COc1ccc(Cl)cc1)NCc1nnc(SCC(=O)N2CCCCCC2)o1	14	16	1.8	11	8	-5	-22	-2	2
COc1cc(C(=S)N2CCOCC2)cc(OC)c1OC(=O)c1cc([N+](=O)[O-])cc([N+](=O)[O-])c1	1	-12	1.4	6	14	-6	-5	1[fluorescence artefact?]	-4
COc1cc(CN2CCC(C(=O)N3CCC(C)CC3)CC2)cc(Br)c1O	-1	79*	-0.4	-7	9	7	-48	3[fluorescence artefact?]	-5

A draw from above in order of length of the SMILES, lowest first:
SMILES	Hck-Nef inh	14-3-3 Bad PPI	L929 necroptosis	Rad51 HR inh	EP2 antag	EP2 mod	Calpain2 inh	eIF4E-4G inh	TbHK1 inh
CCN1CCc2c(sc(N)c2C#N)C1	9	-1	0.4	.	14	5	-28	1	-23
CCOCC(=O)N1CCN(c2ccc(F)cc2)CC1	0	-5[fluorescence artefact?]	-0.2	6	10	11	-28	0[fluorescence artefact?]	6
COc1ccc2c(CC(=O)Nc3ccccc3OC)coc2c1	-1	-15	1.8	10	6	20	5	3	3
Clc1ccc(OCc2nnc(-c3ccccc3Br)o2)c(Cl)c1	1	17[fluorescence artefact?]	-0.1	0	10	-47	35	7[fluorescence artefact?]	2
Cc1ccc(CS(=O)(=O)CCC(=O)NCCCN2CCCC2=O)cc1	0	4	0.0	-4	11	22	-10	-5[fluorescence artefact?]	-7
COc1cc(CN2CCC(C(=O)N3CCC(C)CC3)CC2)cc(Br)c1O	-1	79*	-0.4	-7	9	7	-48	3[fluorescence artefact?]	-5
Cc1cc(C(=O)CN2C(=O)NC3(CCC(C)CC3)C2=O)c(C)n1C (stereo not drawn)	13	-10	8.9	1	10	24	-16	0	-3
O=C(COc1ccc(Cl)cc1)NCc1nnc(SCC(=O)N2CCCCCC2)o1	14	16	1.8	11	8	-5	-22	-2	2
Cc1cccc(Nc2c([N+](=O)[O-])c(=O)n(C)c3ccccc23)c1	2	7	-0.3	.	10	0	-1	4[fluorescence artefact?]	5
Cc1oc(-c2ccc(Cl)cc2)nc1CN1CCCC(C(=O)NCc2ccccn2)C1 (stereo not drawn)	2	-7[fluorescence artefact?]	-0.1	-29	4	17	-7	-6	2
COc1cccc(/C=C(/C(=O)OCC(=O)NC2CCCC(C)C2C)c2ccccc2)c1 (stereo not drawn)	-1	18[fluorescence artefact?]	0.8	0	8	1	56*	-3	31
COc1cc(C(=S)N2CCOCC2)cc(OC)c1OC(=O)c1cc([N+](=O)[O-])cc([N+](=O)[O-])c1	1	-12	1.4	6	14	-6	-5	1[fluorescence artefact?]	-4

New compounds follow
SMILES	Hck-Nef inh	14-3-3 Bad PPI	L929 necroptosis	Rad51 HR inh	EP2 antag	EP2 mod	Calpain2 inh	eIF4E-4G inh	TbHK1 inh
CC(C)(C)C(=O)Nc1ccc(-c2csnn2)cc1	-10	-2	1.5	.	3	-9	16	4	-7
O=C(CSc1nnc(CNc2ccc(F)cc2)n1Cc1ccccc1)NCc1ccccc1	8	-5	-0.8	6	14	-9	8	5[fluorescence artefact?]	1
O=C(Cn1c2ccccc2c(=O)c2cc([N+](=O)[O-])ccc21)Nc1ccccc1Cl	21	59[fluorescence artefact?]	1.1	5	6	19	-19	15	13
O=C(Nc1ccno1)Nc1ccc(Cl)cc1Cl	4	-2	0.4	12	14	-59	2	4	10
COc1ccc(/C=N/NC(=O)c2ccco2)cc1OCc1ccccc1	6	3	0.5	-5	6	-6	4	-2	-60
Cc1ccnc2nc(C(=O)OCCOc3cccc(Br)c3)nn12	-2	-10[fluorescence artefact?]	0.9	7	22	-13	18	-9	-6
CC(CN1CCOCC1)OC(=O)c1ccccc1 (stereo not drawn)	10	4	0.2	15	10	-14	3	2	-8
COC(=O)c1sc2nc(CSc3ccc(Br)cc3)[nH]c(=O)c2c1C	-12	-1	3.1	-59	10	29	8	-2	-4
CC(NS(=O)(=O)c1ccc(Br)cc1)C(=O)NCc1ccc2c(c1)OCO2 (stereo not drawn)	-2	4	0.3	.	5	-16	-4	-3	-2
CCCS(=O)(=O)Nc1ccc(-c2ccc3nnc(C)n3n2)cc1	-2	0	0.6	-4	14	1	-8	1	-14
Cc1cc(OCCn2cnc3ccccc3c2=O)cc(C(C)C)c1	8	16	-0.2	.	8	59	8	-4	-5
CC(C)[C@H](CN(N=O)[C@@H](Cc1ccccc1)CN(C)N=O)N(CCc1ccccc1)N=O	-2	-2	-0.1	-9	5	5	2	0	-6
CCC1=C(OC(=O)N(CC)CC)N2C(=O)OC(=NCCc3c[nH]c4ccccc34)[C@]2(C)[C@H]2C1=CC[C@H]1C(=O)N(CC(=O)OC)C(=O)[C@H]12	21	-6	-0.3	3	8	24	-38	-4	-15
Cc1ccc(/C=C2\OC(=O)c3ccccc32)cc1	2	1	0.4	-1	15	-15	-74	-3	-1
Cc1nnsc1NC(=O)OCCCl	0	4[fluorescence artefact?]	1.1	5	9	9	11	0	1
CC(=O)c1cccc(NC(=O)CSc2ccc(-c3ccc4c(c3)OCO4)nn2)c1	0	8[fluorescence artefact?]	0.8	-2	15	-87	18	4	21

Screening data from PubChem.
